GPR151 ag = activators of human GPR151; 650,000 tested, 1% active; AID 1508602; activation, % at 11.2 µM; PathHunter beta-arrestin GPR151 cells, luminescence; in the data active means activation above about 4.9%;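 further: 0% = median of compound wells and 100% = cells with positive control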
Target sequence (Q8TDV0 whole entry, looked up): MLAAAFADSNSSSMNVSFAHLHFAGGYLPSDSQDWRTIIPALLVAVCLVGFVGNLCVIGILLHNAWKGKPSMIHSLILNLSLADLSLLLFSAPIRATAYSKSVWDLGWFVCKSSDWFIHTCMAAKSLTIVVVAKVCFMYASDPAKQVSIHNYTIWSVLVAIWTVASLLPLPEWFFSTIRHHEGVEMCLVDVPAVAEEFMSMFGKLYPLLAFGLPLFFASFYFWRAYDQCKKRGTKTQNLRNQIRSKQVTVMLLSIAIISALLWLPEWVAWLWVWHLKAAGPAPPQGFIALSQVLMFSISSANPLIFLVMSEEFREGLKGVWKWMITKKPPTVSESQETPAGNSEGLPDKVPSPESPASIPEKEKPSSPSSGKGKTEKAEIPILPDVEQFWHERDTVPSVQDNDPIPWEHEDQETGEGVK
FBW7 activator = activators of human E3 ligase FBW7 | Q969H0 | AlphaScreen FBW7–phospho-cyclin E peptide binding, activator screen | normalized activity (activation), % at 26.1 µM | 650,000 tested, 0.13% active | AID 1259310; in the data active means normalized activity above about 1.9%;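 further: purified mutant Fbw7 with reduced substrate affinity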
TEAD-YAP inh = TEAD-YAP interaction inhibition | HEK-TIYL cells, TEAD-Gal4/YAP UAS-luciferase luminescence | inhibition, % at 9.12 µM | 640,000 tested, 1.4% active; in the data active means inhibition above about 32%;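 further: 0% = median of test compound wells and 100% = reference inhibitor wells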
MITF primary = human MITF inhibition, primary screen; 650,000 tested, 0.91% active; AID 1259374; O75030; AlphaScreen MITF homodimerization, bead proximity signal; inhibition, % at 2.6 µM; in the data active means inhibition above about 50%;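 further: 0% = vehicle wells with protein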
Target sequence (O75030 whole entry, looked up): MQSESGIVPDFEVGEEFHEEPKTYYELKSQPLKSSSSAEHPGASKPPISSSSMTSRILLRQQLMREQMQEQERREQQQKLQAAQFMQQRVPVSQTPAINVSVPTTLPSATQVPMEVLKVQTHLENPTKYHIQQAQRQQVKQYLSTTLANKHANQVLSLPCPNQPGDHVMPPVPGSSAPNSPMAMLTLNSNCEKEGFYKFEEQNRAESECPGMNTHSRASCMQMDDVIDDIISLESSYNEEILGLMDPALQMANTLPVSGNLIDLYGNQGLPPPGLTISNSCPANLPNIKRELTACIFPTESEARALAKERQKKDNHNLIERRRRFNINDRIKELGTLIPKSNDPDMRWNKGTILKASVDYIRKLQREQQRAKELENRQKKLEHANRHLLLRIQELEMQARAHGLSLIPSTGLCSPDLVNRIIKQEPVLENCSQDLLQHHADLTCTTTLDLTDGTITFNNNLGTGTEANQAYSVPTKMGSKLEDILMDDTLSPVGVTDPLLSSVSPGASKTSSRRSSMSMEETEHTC
* = called active by the depositor; & = joins results of further samples. An unsorted share of the library. About 3.4% of those tested had a hit in this group.

SMILES | GPR151 ag | FBW7 activator | TEAD-YAP inh | MITF primary
COc1ccccc1CNC(=O)c1ccc(CNc2c(N3CCCCC3)c(=O)c2=O)cc1 | 1.5 | -0.1 | 6.5 | -6.4
O=C(O)c1ccc(CSc2ccccc2)cc1 | -7.9 | 0.2 | 16.7 | 3.1
CN(C)c1ccc(NC(=O)CCCC(=O)Nc2ccc(N(C)C)cc2)cc1 | 1.3 | 1.1 | -50.0 | 27.5
O=S(=O)(c1ccccc1)c1nc(-c2ccco2)oc1N1CCCCC1 | -0.8 | 1.2 | 6.7 | 4.7
CCC(C)NC(=O)C(=O)c1c(C)n(C)c2ccccc12 (stereo unspecified) | 0.5 | -0.1 | -8.3 | 1.5
c1ccc(N2CCOCC2)c(Nc2nc3ccccc3n3cnnc23)c1 | 3.4 | 0.0 | 4.0 | -1.8
CC(C)c1ccc(NC(=O)CN2CC(=O)N3CCCC3C2=O)cc1 (stereo unspecified) | 3.5 | -0.2 | -5.3 | -8.5
CC(=O)OCCNC(=O)/C(=C/c1ccc(Br)cc1)NC(=O)c1ccco1 | -0.7 | -0.3 | 3.5 | -10.4
O=C(Nc1c(F)cc(F)cc1Br)C(=O)NC1CC1 | 0.0 | 0.0 | -16.3 | 9.7
COc1cccc2sc(Nc3ccc(F)cc3)nc12 | -2.1 | 0.1 | 1.2 | -8.3
Cc1ccc(NC(=O)CC2S/C(=N\N=C\c3cccc(O)c3)NC2=O)cc1Cl (stereo unspecified) | -1.2 | 0.1 | -4.3 | -1.3
CCc1cc2c(=O)c(-c3ccc4c(c3)OCCCO4)coc2cc1OC(=O)N1CCOCC1 | 8.1* | -0.4 | -8.6 | 6.6
CC1(C)CC(=O)C(C(=S)Nc2ccccc2)C(=O)C1 | -0.9 | 0.0 | -13.5 | 13.4
COc1ccc(C2C=C(c3ccc(C)cc3)Nc3nnnn32)c(OC)c1 (stereo unspecified) | -1.2 | 0.2 | -30.5 | 14.0
CCOC(=O)CSc1nnc(NC(=O)OCc2cc3ccccc3o2)s1 | 0.8 | 0.0 | -1.6 | -1.3
Cc1cc(C)nc(Sc2ccc(OCC3OCCO3)cc2)n1 | 1.0 | -0.1 | -6.0 | -9.4
CC1=C(C#N)C(c2ccc(OCc3ccccc3)cc2)C2=C(CC(c3ccc(Cl)cc3)CC2=O)N1 (stereo unspecified) | -1.1 | 1.3 | 22.2 | 17.9
Cc1c(NC(=O)/C=C/c2ccc3c(c2)OCO3)c(=O)n(-c2ccccc2)n1C | -1.0 | -0.1 | 6.8 | -20.8
COc1ccc(C2C(C#N)=C(N)N(c3cccc([N+](=O)[O-])c3)C3=C2C(=O)CCC3)cc1 (stereo unspecified) | -1.1 | 0.0 | -9.9 | 19.6
C#CCn1c(=NC(=O)c2ccccc2[N+](=O)[O-])sc2cccc(OC)c21 | 3.0 | -0.1 | -5.6 | 3.0
CC1(C)CC(=O)C2=C(C1)NC(Nc1nc3ccccc3o1)=NC21CCCC1 | -1.7 | 0.2 | -5.7 | 7.9
COc1ccc(OC)c(CNc2sc3c(c2C(=O)Nc2ccccc2OC)CCCC3)c1 | 0.2 | -0.1 | 2.3 | 2.1
Brc1ccc(SCCc2nc3ccccc3o2)cc1 | 2.0 | 0.1 | -6.8 | -11.6
O=C(CC1C(=O)Nc2ccccc21)c1ccccc1 (stereo unspecified) | -0.6 | 0.1 | 13.4 | 8.4
CN1CCN(C(c2ccco2)c2sc3ncnn3c2O)CC1 (stereo unspecified) | 2.5 | -0.2 | -0.3 | 0.2
Additional results.
SMILES | GPR151 ag | FBW7 activator | TEAD-YAP inh | MITF primary
CC1=C(C(=O)OCCc2ccccc2)C(c2coc3ccc(C)cc3c2=O)C2=C(CCCC2=O)N1 (stereo unspecified) | 3.1 | 0.0 | 10.0 | -4.4
CC(C)(C)c1ccc(C(=O)Nc2ccc(NC(=O)c3cc(I)ccc3Cl)cc2)cc1 | 0.3 | 0.7 | 4.7 | 14.7
Cc1ccc(/C=c2\sc3nc(-c4ccncc4)nn3c2=O)cc1 | 0.1 | 0.6 | 1.6 | 18.1
O=S(=O)(c1ccc(Cl)s1)N1CCN(c2ccccc2F)CC1 | 0.5 | 0.2 | 1.6 | -12.7
COc1ccc(O)c(C=NCC(C)N=Cc2cc(OC)ccc2O)c1 (stereo unspecified) | 0.0 | -0.3 | 1.1 | 14.6
O=C(CNC(=O)c1ccccc1)c1ccc(-c2ccccc2)cc1 | -1.4 | -0.1 | -19.2 | 0.8
O=C(CN(c1ccccc1)S(=O)(=O)c1ccccc1[N+](=O)[O-])Nc1ccc(F)cc1F | -1.8 | 0.3 | 5.4 | 20.0
CCC1=N/C(=C/c2ccc(Cl)cc2Cl)C(=O)O1 | 1.0 | 0.0 | 3.0 | 4.5
O=c1c(-c2nc3ccccc3s2)coc2cc(O)ccc12 | -2.9 | 0.0 | -29.4 | 20.8
C=CCSc1nc2nc(C)cc(C)n2n1 | 0.6 | 0.1 | -5.2 | 5.7
COc1ccc(-n2nc(C(=O)NCC3CCCO3)c3ccccc3c2=O)c(OC)c1 (stereo unspecified) | 0.5 | 0.2 | 5.8 | 16.0
O=C1Cc2ccccc2C(=O)N1c1ccccc1 | 0.0 | -0.1 | 0.8 | -1.4
CN1CCN(S(=O)(=O)c2cccc(C(=O)C(C#N)c3ccccn3)c2)CC1 (stereo unspecified) | 1.7 | 0.0 | 11.1 | 9.4
Cc1ccc(S(=O)(=O)n2ccn(CC(=O)Nc3cccc(Cl)c3)c2=O)cc1 | -0.6 | 0.1 | 5.2 | -9.4
O=C(CN1CCN(c2cccc(Cl)c2)CC1)N1CCCC1 | 3.4 | 0.1 | 10.8 | 1.7
O=C(Nc1ccc(Oc2ccc(Cl)c3cccnc23)c(Cl)c1)c1ccccc1 | 1.7 | 0.1 | 12.7 | 7.0
O=C(CC1(c2ccccc2Cl)CC(=O)N(C2CCCC2)C1=O)N1CCCC1 (stereo unspecified) | -0.1 | -0.1 | -44.2 | 3.1
CCc1ccc(-n2nc3ccc(NC(=O)c4cc5ccccc5o4)cc3n2)cc1 | -1.0 | 0.0 | 1.1 | 0.0
O=C1C(=O)N(CCNCCO)C(c2cccnc2)/C1=C(\O)c1ccccc1 (stereo unspecified) | -0.8 | 0.0 | -9.6 | 6.3
Cc1[nH]n(-c2ccccc2)c(=O)c1C=Nc1ccc(O)c(C(=O)O)c1 | -0.2 | 0.1 | -5.8 | 6.5
COC(=O)c1cccc(NS(=O)(=O)c2ccc(SC)cc2)c1C | 0.7 | -0.2 | 4.5 | -0.9
COC(=O)C(Cc1ccccc1)NC(=O)c1ccccc1 (stereo unspecified) | 0.4 | 0.0 | -7.0 | 8.9
COc1cccc(-n2cc(C(=O)N3CCCC3)c3ccccc3c2=O)c1 | 3.0 | 0.0 | 5.3 | -0.5
CC(=O)OC1CC(C)N(C(=O)c2ccccc2)c2ccc(C)cc21 (stereo unspecified) | 1.1 | -0.1 | 14.1 | -5.7
O=[N+]([O-])c1ccc(NS(=O)(=O)c2ccccc2)cc1 | 0.9 | 0.0 | -0.4 | 1.9
Next part:
SMILES | GPR151 ag | FBW7 activator | TEAD-YAP inh | MITF primary
CCCN(CCC)CCCNC(=O)c1nn(-c2ccc(OC)cc2OC)c(=O)c2ccccc12 | 1.4 | 0.1 | -11.6 | 15.3
COc1ccccc1NC(=O)CSc1nc2c(cc1C#N)CCC2 | 2.8 | -0.1 | -14.3 | 5.3
CCOC(=O)C1=C(N)SC(C(=O)c2ccccc2)C1c1ccccc1 (stereo unspecified) | 0.8 | 0.0 | 5.3 | -5.9
COc1cc(NCc2cc(OC)c(O)c([N+](=O)[O-])c2)cc(OC)c1 | 1.2 | 0.1 | -2.2 | 4.3
CCCOc1ccc(/C=C2\SC(=S)N(CCOC)C2=O)cc1 | 1.7 | -0.5 | 0.8 | 0.6
CCOC(=O)c1ccc(NS(=O)(=O)c2cc(F)ccc2OC)cc1 | -1.2 | 0.2 | 3.0 | -12.6
CCCOc1ccc(N2C(=O)CC(NCCc3ccc(F)cc3)C2=O)cc1 (stereo unspecified) | 0.3 | 0.0 | -5.7 | 3.9
COc1ccc(NCN2C(=O)c3ccccc3C2=O)cc1 | 0.3 | 0.0 | -1.4 | 15.1
O=C(/C=C/c1ccc(F)cc1)Nc1nncs1 | -1.8 | 0.1 | -55.3 | 13.6
COc1ccc(C2C(C(=O)c3ccccc3)N3c4ccccc4C=CC3C2(C#N)C#N)cc1OC (stereo unspecified) | 0.6 | 0.0 | -10.4 | 9.1
c1ccc(-c2nc(Nc3ccc(N4CCOCC4)cc3)c3ncn(-c4ccsc4)c3n2)cc1 | 0.2 | -0.1 | 11.0 | 10.9
COc1cc(/C=N\NC(=O)c2cncc(Br)c2)ccc1O | -0.6 | -0.1 | 8.7 | -0.3
O=[N+]([O-])c1cc(Oc2ccccc2)cc(Oc2ccc(Br)cc2)c1 | 0.7 | -0.2 | -6.7 | 8.9
CN(c1ccc(F)cc1)S(=O)(=O)c1ccc2[nH]cc(C(=O)NC(C)(C)C)c(=O)c2c1 | 3.3 | 0.6 | 7.2 | -8.4
CC1(C)CC(=O)C2=C(C1)NC(=S)NC2c1ccc(F)cc1 (stereo unspecified) | -0.1 | 0.9 | 4.3 | 13.8
COC(=O)c1c(NC(=O)c2cc3nc(-c4ccc(OC)cc4)cc(C(F)(F)F)n3n2)sc2c1CCC(C)C2 (stereo unspecified) | 2.0 | 0.2 | -0.3 | -10.1
O=C(NCc1cccnc1)NC1(C(F)(F)F)Oc2ccccc2O1 | 0.0 | 0.1 | -15.1 | -8.0
CNC(=O)COc1ccc(C)c([N+](=O)[O-])c1 | -0.6 | 0.8 | 3.4 | -2.1
COc1ccc(CCNc2nc(-c3cccs3)nc3c2ncn3Cc2ccc(C(F)(F)F)cc2)cc1 | -0.7 | 0.2 | 10.5 | 15.3
CCOc1cc(/C=C2\C(=O)NC(=S)N(c3ccccc3)C2=O)ccc1O | -1.2 | 0.0 | 19.7 | 5.0
O=C(O)/C(=C/c1ccc(Cl)cc1Cl)NC(=O)c1ccco1 | -1.4 | -0.1 | -8.5 | -5.9
O=C1C2C3C=CC(C3)C2C(=O)N1/N=C/c1ccccc1OCc1cccc(Cl)c1 (stereo unspecified) | -3.0 | 0.1 | -9.6 | -7.2
N#Cc1ccsc1NC(=O)COC(=O)c1ccc2c(c1)C(=O)N(c1ccc(F)cc1)C2=O | 0.3 | -0.2 | -0.8 | -4.3
Cc1ccc(Oc2nc3c(C)cccn3c(=O)c2/C=C(\C#N)C(N)=O)cc1 | -0.5 | -0.1 | -8.5 | -10.3
O=C(NC(c1ccccn1)c1cccs1)C1CCN(C(=O)Oc2ccccc2)CC1 (stereo unspecified) | 1.4 | -0.4 | -7.3 | -13.1
Other results follow.
SMILES | GPR151 ag | FBW7 activator | TEAD-YAP inh | MITF primary
CCOC(=O)c1cnc2c(OC)cccc2c1Nc1ccc(C(C)C)cc1 | 1.5 | 0.0 | 11.3 | 13.2
COc1cc(OC)nc(C2CCN(S(=O)(=O)c3ccc(NC(C)=O)cc3)CC2)n1 | -1.6 | 0.1 | -6.8 | -0.6
CCOC(=O)C1=C(C)NC(=O)NC1C (stereo unspecified) | -0.9&-0.9 | 0.6&0.6 | -9.6&-11.3 | 8.0&1.3
O=C(COC(=O)c1cnccn1)c1ccc(Oc2ccc(Cl)cc2[N+](=O)[O-])cc1 | 1.1 | -0.1 | -7.0 | -7.3
O=C(Nc1ccc(Cl)cc1)C1c2ccccc2Oc2ccccc21 | -0.3 | 0.1 | 3.3 | 6.5
Cc1ccc(S(=O)(=O)NC(O)(C(F)(F)F)C(F)(F)F)cc1 | 0.3 | 0.2 | -7.5 | -7.6
COc1ccc(CNC(=O)CN(C)S(=O)(=O)c2ccc3c(c2)C(C)(C)C(=O)N3C)cc1 | -0.5 | 0.0 | 1.1 | -3.8
COCCCN=C1NN=C(c2cc(C)n(C)c2C)CS1 | 0.8 | 0.0 | -28.9 | 2.4

In the list so far, 13 contain a Cl atom:
SMILES | GPR151 ag | FBW7 activator | TEAD-YAP inh | MITF primary
Cc1ccc(NC(=O)CC2S/C(=N\N=C\c3cccc(O)c3)NC2=O)cc1Cl (stereo unspecified) | -1.2 | 0.1 | -4.3 | -1.3
CC1=C(C#N)C(c2ccc(OCc3ccccc3)cc2)C2=C(CC(c3ccc(Cl)cc3)CC2=O)N1 (stereo unspecified) | -1.1 | 1.3 | 22.2 | 17.9
CC(C)(C)c1ccc(C(=O)Nc2ccc(NC(=O)c3cc(I)ccc3Cl)cc2)cc1 | 0.3 | 0.7 | 4.7 | 14.7
O=S(=O)(c1ccc(Cl)s1)N1CCN(c2ccccc2F)CC1 | 0.5 | 0.2 | 1.6 | -12.7
CCC1=N/C(=C/c2ccc(Cl)cc2Cl)C(=O)O1 | 1.0 | 0.0 | 3.0 | 4.5
Cc1ccc(S(=O)(=O)n2ccn(CC(=O)Nc3cccc(Cl)c3)c2=O)cc1 | -0.6 | 0.1 | 5.2 | -9.4
O=C(CN1CCN(c2cccc(Cl)c2)CC1)N1CCCC1 | 3.4 | 0.1 | 10.8 | 1.7
O=C(Nc1ccc(Oc2ccc(Cl)c3cccnc23)c(Cl)c1)c1ccccc1 | 1.7 | 0.1 | 12.7 | 7.0
O=C(CC1(c2ccccc2Cl)CC(=O)N(C2CCCC2)C1=O)N1CCCC1 (stereo unspecified) | -0.1 | -0.1 | -44.2 | 3.1
O=C(O)/C(=C/c1ccc(Cl)cc1Cl)NC(=O)c1ccco1 | -1.4 | -0.1 | -8.5 | -5.9
O=C1C2C3C=CC(C3)C2C(=O)N1/N=C/c1ccccc1OCc1cccc(Cl)c1 (stereo unspecified) | -3.0 | 0.1 | -9.6 | -7.2
O=C(COC(=O)c1cnccn1)c1ccc(Oc2ccc(Cl)cc2[N+](=O)[O-])cc1 | 1.1 | -0.1 | -7.0 | -7.3
O=C(Nc1ccc(Cl)cc1)C1c2ccccc2Oc2ccccc21 | -0.3 | 0.1 | 3.3 | 6.5
